# HPDE-C7 cytotoxicity – HPDE-C7 pancreatic duct cell viability loss – fluorescence, HTS (AID 430) | hit rate 1.8% among 63,000 | cytotoxicity, % at 10 µM, or EC50 in µM where a hit was titrated | HPDE-C7 pancreatic duct cells viability, fluorescence; higher % means a stronger effect;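 further: cells exposed to compound for 48 hours before viability readout; 0% = vehicle and 100% = reference cytotoxic drug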
# DPM-DC inhibit – inhibitors of Streptococcus pneumoniae diphosphomevalonate decarboxylase; hit rate 0.49% among 65,000; purified DPM-DC, PK/LDH coupled NADH fluorescence; calls only at 10 µM; AID 556;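 active means the 320 compounds with the highest percent inhibition in the single-dose primary screen, excluding strongly autofluorescent ones, cut at about 32% in these data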;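 further: kinetic rate of NADH fluorescence loss reporting ADP formed by the decarboxylase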
# LYP phosphatase – LYP phosphatase inhibitors, primary screen, biochemical, DiFMUP fluorescence, recombinant catalytic domain, 10 µM (AID 606) | recombinant LYP catalytic domain, DiFMUP fluorescence; higher % means a stronger effect | one-dose inhibition, % at 10 µM; IC50 in µM for titrated hits | 52,000 tested, under 10 active;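 active means IC50 under 40 µM in the dose-response test; inactive means IC50 of 40 µM or more, or never dose-tested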
# Bfl-1 inhibitors – displacement of Bid BH3 peptide from Bfl-1 – biochemical, fluorescence polarization, FITC-Bid, mouse, primary screen (AID 432); displacement, % at 20 µM; hits with a dose series show IC50 in µM; FITC-Bid BH3 peptide fluorescence polarization displacement; higher % means a stronger effect; hit rate 0.02% among 64,000; in the data active means a potency from the dose series; inactive means the rest, 99 in 100 with displacement below about 15%; further: strong numbers were not always called active
# Spn PMK inh – S. pneumoniae PMK inhibition; purified PMK, PK/LDH-coupled NADH absorbance 340 nm; inhibition, % at 10 µM; hit rate 0.49% among 65,000; AID 539;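 active means top-ranked compounds by inhibition in the single 10 µM screen, taking a fixed number of the strongest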;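 further: 0% = full reaction with DMSO carrier and 100% = background rate without enzyme reaction; no value below 0 was filed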
# HPDE-C7K KRASV12 – viability loss of HPDE-C7K cells – cell-based, fluorescence, HTS, primary screen (AID 431) | hit rate 1.7% among 63,000 | cytotoxicity, % at 10 µM; hits with a dose series show EC50 in µM | HPDE-C7K KRASV12 cells, Alamar Blue viability, 48 h; higher % means a stronger effect;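 active means compounds whose percent cytotoxicity in the single-dose primary screen, scaled between solvent and toxic-drug controls, exceeds 50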;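 further: 0% = DMSO solvent wells and 100% = doxorubicin-treated wells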
# HT1080 viability – cytotoxicity in HT1080 fibrosarcoma cells, cell-based, fluorescence readout (AID 620) | HT1080 viability, fluorescence; higher % means a stronger effect | cytotoxicity, % at 10 µM, or EC50 in µM where a hit was titrated | hit rate 0.42% among 87,000;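 further: cells exposed to compound overnight then 4 h with Alamar Blue; 0% = vehicle DMSO and 100% = killing control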
# Spn MK inh – S. pneumoniae mevalonate kinase inhibition; purified MK, PK/LDH-coupled NADH absorbance 340 nm; inhibition, % at 10 µM; hit rate 0.48% among 65,000; AID 555;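 active means ranked among the strongest by inhibition in the single 10 µM screen, a fixed top-ranked set picked for dose follow-up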; further: no value below 0 was filed
# Alkaline phosphatase – inhibition of tissue-nonspecific alkaline phosphatase – biochemical, luminescent (AID 518). hit rate 0.09% among 64,000. purified TNAP enzyme, luminescent substrate readout; higher % means a stronger effect. one-dose inhibition, % at 20 µM; IC50 in µM for titrated hits; in the data active means a potency from the dose series; inactive means the rest, 99 in 100 with inhibition below about 22%;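 further: plate controls were vehicle for no effect and reference inhibitor for full effect; many of its hits are not listed in these tables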
# Spn PMK inh pilot replicates – further read-out of Spn PMK inh, marked with its call; inhibition, %; measured here: pilot screen replicates
# Spn MK inh pilot replicates – recorded beside Spn MK inh, whose call it bears; inhibition, %; measured here: pilot screen replicates
# DPM-DC inhibit pilot screen % – further read-out of DPM-DC inhibit, marked with its call; inhibition, %; measured here: pilot screen trials
# * marks the source's active call; other numbers are inactive results; i = inactive; . = not tested or not shown. Unless noted, no stated cut-off is given here; in the data, active means cytotoxicity above about 50%; inactive means the rest.
SMILES,HPDE-C7 cytotoxicity,DPM-DC inhibit,LYP phosphatase,Bfl-1 inhibitors,Spn PMK inh,HPDE-C7K KRASV12,HT1080 viability,Spn MK inh,Alkaline phosphatase,others
Cc1[nH]c2ccccc2c1SCCN,-14%,i,-12%,-3%,11,-13%,17%,7,1%,
CCOC(=O)c1c(NC(=O)c2ccc(-n3cnnn3)cc2)sc2c1CCCC2,.,i,.,-6%,13,.,1%,3,13%,
CCCCc1ccc(S(=O)(=O)NCCc2ccncc2)cc1,-10%,i,11%,6%,10,-4%,-1%,10,20%,
O=c1c2ccccc2nnn1CSc1nnc(-c2cccs2)n1Cc1ccccc1,21%,i,6%,-32%,10,34%,.,76*,8%,
CCn1cc(C(=O)NCc2ccc3c(c2)OCO3)c(=O)c2cc(F)c(N3CCN(C)CC3)cc21,-7%,i,2%,-3%,2,25%,-16%,7,5%,
CCn1nnc(-c2ccccc2NC(=O)c2cccc(-n3cnnn3)c2)n1,12%,i,6%,-2%,5,3%,-5%,.,11%,
CC(C)n1c(SC2C(=O)CC(C)(C)CC2=O)nc2c1c(=O)n(C)c(=O)n2C,2%,i,.,-1%,8,-2%,5%,6,16%,
COc1cccc(-n2nnc3c(=O)n(Cc4ccc(C)cc4)cnc32)c1,-8%,i,13%,3%,10,-8%,-2%,8,10%,
CCC(=O)Nc1cc(OC)c(NC(=O)c2ccccc2)cc1OC,7%,i,-2%,-3%,0,8%,10%,10,12%,
COc1ccc(N2Cc3ccccc3C2)cc1Cl,14%,i,-8%,-8%,1,15%,-8%,9,18%,Spn PMK inh pilot replicates=0.0;Spn MK inh pilot replicates=1.5;DPM-DC inhibit pilot screen %=2.0
CC1CCc2nn(CC(=O)Nc3c(F)cc(F)cc3Br)cc2C1 (centres undefined),-3%,i,9%,-5%,11,5%,2%,5,10%,
COC(=O)C1=C(C)N=c2s/c(=C/c3ccoc3)c(=O)n2C1c1ccccc1 (centres undefined),5%,i,7%,-25%,5,9%,-9%,7,15%,
CN1CCN(S(=O)(=O)c2ccc(=O)[nH]c2)CC1,3%,i,8%,2%,12,-7%,2%,10,9%,
COc1ccc(-n2c(Cc3cccn3C)nnc2SCC(=O)NCC2CCCO2)cc1 (centres undefined),-8%,i,3%,-2%,3,-1%,.,19,14%,Spn PMK inh pilot replicates=0.5;Spn MK inh pilot replicates=1.5;DPM-DC inhibit pilot screen %=13
CC1(c2ccccn2)Nc2ccccc2-c2nc3ccccc3n21 (centres undefined),21%,.,5%,9%,5,25%,22%,2,9%,
O=C(OC1CCCCC1=O)c1cc(=O)c2ccccc2o1 (centres undefined),-13%,i,-5%,-2%,12,-9%,-1%,7,6%,
O=C(Nc1cccs1)Nc1ccccc1Cl,-13%,i,6%,-4%,4,-18%,11%,7,4%,
CN1CCN(C2=C(Cl)C(=O)N(Cc3ccccc3)C2=O)CC1,-4%,i,10%,-2%,7,-7%,-13%,8,1%,
COc1cccc(-c2cc(N)nn2C(=O)Nc2ccc(Cl)cc2)c1,46%,i,12%,3%,1,49%,-2%,5,6%,
Cc1ccc(S(=O)(=O)NCc2cn3c(C)csc3n2)cc1,-7%,i,-6%,4%,5,-8%,6%,4,7%,

# Quoted at random: 3 compounds from above, in no set order.
SMILES,HPDE-C7 cytotoxicity,DPM-DC inhibit,LYP phosphatase,Bfl-1 inhibitors,Spn PMK inh,HPDE-C7K KRASV12,HT1080 viability,Spn MK inh,Alkaline phosphatase,others
CCn1cc(C(=O)NCc2ccc3c(c2)OCO3)c(=O)c2cc(F)c(N3CCN(C)CC3)cc21,-7%,i,2%,-3%,2,25%,-16%,7,5%,
CCOC(=O)c1c(NC(=O)c2ccc(-n3cnnn3)cc2)sc2c1CCCC2,.,i,.,-6%,13,.,1%,3,13%,
CCC(=O)Nc1cc(OC)c(NC(=O)c2ccccc2)cc1OC,7%,i,-2%,-3%,0,8%,10%,10,12%,

# Carrying on:
SMILES,HPDE-C7 cytotoxicity,DPM-DC inhibit,LYP phosphatase,Bfl-1 inhibitors,Spn PMK inh,HPDE-C7K KRASV12,HT1080 viability,Spn MK inh,Alkaline phosphatase,others
C=CCNC(=O)CCNS(=O)(=O)c1ccc(Br)cc1,.,i,-5%,-12%,12,.,-4%,0,6%,
Cc1cc(C)c(C#N)c(SCCS(=O)(=O)Cc2ccccc2)n1,.,i,-2%,1%,7,.,3%,7,8%,
COC(=O)c1cc2sccc2n1CC(=O)Nc1cccc(SC)c1,5%,i,5%,-3%,1,1%,8%,7,8%,
Cc1cc(N2CCC(C)CC2)n2nc(C)c(-c3ccccc3)c2n1,-4%,i,.,0%,11,-4%,0%,2,-1%,
CCCc1nc2c3cnn(-c4cccc(Cl)c4)c3ncn2n1,-22%,i,3%,-10%,0,-42%,44%,1,.,
CCCCCCC(=O)N1CCC(c2nc3c(nnn3Cc3ccccc3Cl)c(=O)[nH]2)CC1,20%,i,2%,-1%,6,21%,15%,0,16%,
c1csc(Cc2nn3c(-c4n[nH]c5c4CCC5)nnc3s2)c1,4%,i,2%,0%,11,16%,19%,4,-12%,
N#CCSc1nc2cc(C(=O)N3CCCC3)ccc2c(=O)n1Cc1ccccc1,-1%,i,4%,7%,18,0%,8%,3,5%,
Cc1cccc(-c2noc(CN(C(=O)c3ccc4c(c3)OCO4)C(C)C)n2)c1,5%,i,1%,-3%,3,-4%,1%,11,8%,
CSc1nnc(Cc2ccc3c(c2)OCO3)o1,-3%,i,.,3%,14,5%,-4%,11,13%,
CCCCC(=O)N(c1ccc(OCC)cc1)C1C=CS(=O)(=O)C1 (centres undefined),6%,i,12%,0%,13,-6%,-1%,7,3%,
CCNc1ccc(C(=O)OCC)cc1NC(=O)c1cccc(N(C)C)c1,55%*,i,.,-18%,0,30%,40%,8,10%,
Cc1cc(NC(=O)c2ccc3c(c2)C(=O)N(Cc2cccnc2)C3=O)no1,-24%,i,-1%,4%,7,36%,0%,6,9%,Spn PMK inh pilot replicates=0.5;Spn MK inh pilot replicates=9.0;DPM-DC inhibit pilot screen %=6.5
CCn1c(SCC(=O)N(Cc2ccccc2)C2CCS(=O)(=O)C2)nc2ccccc2c1=O (centres undefined),-7%,i,9%,-12%,21,-8%,-2%,6,0%,
CCOC(=O)c1c(C)[nH]c(C(=O)C(C)OC(=O)c2cccc(OCc3c(C)noc3C)c2)c1C (centres undefined),10%,i,-21%,-2%,11,7%,6%,0,12%,
CC1=C(C#N)C(NC(=O)C2CC2)(C(F)(F)F)C(=O)N1 (centres undefined),-4%,i,13%,2%,0,1%,-5%,5,14%,
CC(C)c1[nH]nc2c1C(Cc1ccccc1)C(C#N)=C(N)O2 (centres undefined),10%,i,0%,-3%,15,10%,1%,0,15%,
Cc1nc2c(C(=O)N3CCCC3)c[nH]n2c(=O)c1Cc1ccc(F)cc1Cl,-18%,i,.,-2%,6,-5%,37%,0,6%,
CC(C)(C)c1csc(NC(=O)Cn2cnc3ccccc3c2=O)n1,3%,i,-3%,7%,0,1%,0%,6,5%,
COc1cc2c(cc1OC)C1=C(C#N)COCN1CC2,-2%,i,5%,6%,9,-4%,17%,0,4%,
CCCN1C(=O)SC(CC(=O)Nc2ccc(Br)cc2)C1=O (centres undefined),0%,i,-3%,7%,15,-4%,5%,4,10%,Spn PMK inh pilot replicates=1.0;Spn MK inh pilot replicates=4.0;DPM-DC inhibit pilot screen %=1.0
CN1C(=O)NC(NC(=O)c2ccncc2)(C(F)(F)F)C1=O (centres undefined),2%,i,-9%,0%,7,2%,-27%,8,9%,
CCOC(=O)c1cc(-c2ccc(Cl)s2)nc2c1c(C)nn2C,1%,.,4%,-5%,14,-2%,-5%,8,14%,Spn PMK inh pilot replicates=0.0;Spn MK inh pilot replicates=0.0
CC1CCCCC1n1c(=S)[nH]c2ccccc2c1=O (centres undefined),-5%,i,.,-6%,4,-6%,5%,11,14%,
Cc1nn(C)cc1CNC(=O)c1ccc(Br)o1,-11%,i,21%,-1%,9,-5%,-3%,1,8%,
Cc1cc(S(=O)(=O)n2cnc3ccccc32)c(C)cc1Cl,5%,i,5%,-5%,12,11%,6%,4,19%,Spn PMK inh pilot replicates=1.5;Spn MK inh pilot replicates=2.0;DPM-DC inhibit pilot screen %=1.5
O=C(CN1CCC(n2nnc3cc(F)ccc32)CC1)NC1CC1,-2%,i,-7%,-7%,10,3%,7%,3,5%,
CCCc1nc(NCc2ccncc2)c2nnn(Cc3ccccc3F)c2n1,-4%,i,12%,1%,13,9%,2%,1,6%,Spn PMK inh pilot replicates=1.0;Spn MK inh pilot replicates=0.0;DPM-DC inhibit pilot screen %=0.0
Cc1ccc(C)c(-n2nnnc2SCC(=O)NCCC2=CCCCC2)c1,-7%,i,0%,8%,7,11%,0%,3,11%,Spn PMK inh pilot replicates=2.5;Spn MK inh pilot replicates=0.0;DPM-DC inhibit pilot screen %=0.0
COc1cc(C(=O)N2CCC(C(=O)Nc3cccc(C(C)=O)c3)CC2)cc(OC)c1OC,8%,i,7%,-6%,11,-3%,0%,14,-7%,
CCOC(=O)c1ccc(NC(=O)Cn2nnc(-c3ccc(F)cc3)n2)cc1,3%,i,.,-3%,13,-6%,0%,4,8%,
CC(C)Cn1c(SCC(=O)c2ccc(Cl)s2)nnc1-c1ccco1,0%,i,3%,-4%,15,5%,-5%,6,9%,
Cc1noc(C)c1S(=O)(=O)N1CCCC(C(=O)NCC2CCCO2)C1 (centres undefined),-20%,i,.,-18%,13,-20%,4%,1,1%,
Cc1c(C(=O)N2CCc3ccccc32)oc2c1C(=O)CC(C)(C)C2,-3%,i,2%,-3%,0,3%,2%,7,3%,
Cc1cc(=O)[nH]c(SCc2cccc(Br)c2)n1,3%,i,11%,-7%,11,4%,.,5,8%,
CC(C)(C)OC(=O)c1c(N)n(CCCN2CCCC2=O)c2nc3ccccc3nc12,-2%,.,3%,-2%,15,-1%,-7%,11,0%,
COc1ccc(N2CC(C(=O)Nc3ccccc3C(=O)NCc3ccco3)CC2=O)cc1 (centres undefined),-16%,i,.,0%,1,-7%,5%,13,5%,
COc1ccccc1OCCC(=O)OCC(=O)Nc1ncc(Cl)cc1Cl,1%,i,.,0%,8,5%,8%,10,2%,
CN(C(=O)c1ccccc1)c1ccc(OCC(=O)NC2CCS(=O)(=O)C2)cc1 (centres undefined),-5%,i,13%,-8%,16,0%,26%,2,0%,
Cc1nc(C)n(CC(O)COc2ccc(C(=O)c3ccccc3)cc2)n1 (centres undefined),-7%,i,8%,-10%,10,-7%,0%,9,5%,
CCC(c1nc2ccccc2c(=O)n1-c1cccnc1)N1C(=O)c2ccccc2C1=O (centres undefined),-10%,i,-10%,1%,7,1%,2%,6,12%,
Cn1c(=O)[nH]c(=O)c2c1nc(Br)n2CCOc1ccccc1,0%,i,5%,4%,0,6%,-6%,2,10%,
CC1(C)CC(=O)c2cnc(NCc3ccco3)nc2C1,-22%,i,10%,-6%,13,-5%,3%,2,24%,Spn PMK inh pilot replicates=4.0;Spn MK inh pilot replicates=0.0;DPM-DC inhibit pilot screen %=0.0
